# Assay outcomes deposited in PubChem by National Center for Advancing Translational Sciences (NCATS).
# CCT modulator: modulators of cytosolic chaperonin (CCT/TRiC) activity; purified chaperonin ATPase assay, HTRF ADP detection, 30 min; 360,000 tested, 0.3% active; activity change, % (concentration not given with the values), hits read low; in the data active = activity change below about -30%; note: % is set by controls: 0 for no effect and ±100 for the full control effect
#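 Nucleotide hydrolysis assay: TRiC at 20–40 nM final (set by batch activity) with 10 uM ATP, 30 min at 37 °C, in presence of 76 uM compound. Detection by competitive ADP HTRF, 30 min ambient.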
# EPAC1 ag: EPAC1 (human) agonism; O95398; AID 720707; 360,000 tested, 0.073% active; Potency, µM (series often up to 154 µM), for inactives: top-dose activation, most hits filed as activators; EPAC1 agonist qHTS, biochemical assay; response scale: 100% = response to 6.5 mM cAMP; note: potency is the fitted concentration of half-maximal effect; nearly all actives have a fitted effect of over 60% in size
#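 Read-out is the fluorescence drop as BODIPY-GDP leaves Rap1B (480 nm excitation, 540 nm emission), recorded every 5 minutes over 30 minutes. Reactions held 100 nM EPAC1, 250 nM Rap1B–BODIPY-GDP and 50 uM GDP, with 6.5 mM cAMP setting full activation.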
# WRN inhibitor: blocks human WRN helicase. Potency, µM (highest dose often 114 µM), for the others: at the highest dose activity change, negative = inhibition, hits mostly inhibitors. AID 651768. 360,000 tested, 0.46% active. WRN helicase unwinding, fluorescent forked duplex, kinetic; note: potency is the fitted concentration of half-maximal effect; % is set by controls: 0 for no effect and ±100 for the full control effect; nearly all actives have a fitted effect of over 55% in size
#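 Kinetic red-fluorescence monitoring (525/598 nm) tracks WRN helicase activity after 100 nM fluorophore-quencher forked duplex and 2 mM ATP are added to 20 nM enzyme pretreated 15 min at room temperature with compound.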
# EPAC1 antag: blocks human EPAC1 exchange factor. O95398. 360,000 tested, 0.14% active. Potency, µM (titrated, usually from 115 µM), without a hit: top-dose activity change, negative = inhibition, most hits filed as inhibitors. EPAC1 GEF assay, Rap1b-BODIPY-GDP exchange fluorescence;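 note: potency is the fitted concentration of half-maximal effect; plate controls were vehicle for no effect and positive control for full effect; nearly all actives have a fitted effect of over 50% in size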
# EPAC2 antagonist: EPAC2 (human) antagonism | EPAC2 GEF exchange of Rap1B-BODIPY-GDP, fluorescence | AID 720708 | Potency, µM (series often up to 114 µM), for the others: top-dose activity, negative = inhibition, usual class: inhibitors | Q8WZA2 | 360,000 tested, 0.18% active; note: potency is the fitted concentration of half-maximal effect; % is set by controls: 0 for no effect and ±100 for the full control effect; nearly all actives have a fitted effect of over 45% in size; many of its hits are not listed in these tables
# Target sequence (Q8WZA2 whole entry, looked up): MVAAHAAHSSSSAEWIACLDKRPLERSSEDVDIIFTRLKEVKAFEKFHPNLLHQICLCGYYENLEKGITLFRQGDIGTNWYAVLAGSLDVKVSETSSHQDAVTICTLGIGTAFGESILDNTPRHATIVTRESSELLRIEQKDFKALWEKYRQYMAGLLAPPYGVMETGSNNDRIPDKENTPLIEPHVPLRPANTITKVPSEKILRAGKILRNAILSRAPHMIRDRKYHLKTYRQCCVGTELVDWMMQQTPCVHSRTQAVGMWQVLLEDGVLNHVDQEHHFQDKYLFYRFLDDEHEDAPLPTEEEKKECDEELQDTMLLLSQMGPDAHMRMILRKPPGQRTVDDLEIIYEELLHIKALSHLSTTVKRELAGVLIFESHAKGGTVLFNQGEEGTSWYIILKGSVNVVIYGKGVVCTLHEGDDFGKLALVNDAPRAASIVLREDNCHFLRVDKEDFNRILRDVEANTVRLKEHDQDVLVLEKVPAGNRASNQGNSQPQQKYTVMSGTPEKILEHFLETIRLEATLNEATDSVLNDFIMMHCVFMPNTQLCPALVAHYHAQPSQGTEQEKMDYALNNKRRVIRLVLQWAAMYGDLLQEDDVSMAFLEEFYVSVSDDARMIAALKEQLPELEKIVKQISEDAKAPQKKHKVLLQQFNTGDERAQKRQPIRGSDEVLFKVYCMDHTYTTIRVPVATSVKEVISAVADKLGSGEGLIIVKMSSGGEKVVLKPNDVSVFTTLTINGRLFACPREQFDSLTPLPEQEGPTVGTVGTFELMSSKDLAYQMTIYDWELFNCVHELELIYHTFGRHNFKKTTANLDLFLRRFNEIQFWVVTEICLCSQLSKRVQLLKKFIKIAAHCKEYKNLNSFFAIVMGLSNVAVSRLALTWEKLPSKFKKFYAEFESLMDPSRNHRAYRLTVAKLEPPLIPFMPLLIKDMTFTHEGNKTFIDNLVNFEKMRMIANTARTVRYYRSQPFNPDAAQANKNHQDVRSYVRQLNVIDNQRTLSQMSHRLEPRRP
# PI5P4K alpha inh: inhibitors of human PI5P4K alpha | P48426 | AID 652105 | PI5P4Kalpha enzyme, ADP-Glo luminescence, 60 min; hits give low values | 330,000 tested, 1.2% active | max response, %; active = max response of -50% or lower; inconclusive = between -30% and -50%; inactive = -30% or higher; note: value at the top dose of about 77 µM; % is set by controls: 0 for no effect and ±100 for the full control effect
#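 Controls without substrate or without enzyme flank wells where PI5P4Kalpha converts substrate using 5 microM ATP (final). Incubation lasts 60 minutes at room temperature; ADP formed is read by ADP-Glo luminescence.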
# MmCpn inh: blocks the Methanococcus maripaludis chaperonin Mm-Cpn | Potency, µM (top dose mostly 76.9 µM), without a hit: at the highest dose activity, negative = inhibition, most hits filed as inhibitors | AID 504842 | purified Mm-Cpn ATPase, ADP Transcreener TR-FRET | 330,000 tested, 0.031% active; note: potency is the fitted concentration of half-maximal effect; % is set by controls: 0 for no effect and ±100 for the full control effect; nearly all actives have a fitted effect of over 80% in size
#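 Measured: ADP formation by purified Mm-CPN. Conditions: 25 nM protein, 10 uM ATP, Tris pH 7.4 with Mg2+, K+ and DTT, 37°C for 30 min. Detection: Transcreener HTRF after 30 min at room temperature.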
# PLK1 PBD inh: PLK1 (human) polo-box domain binding inhibition | 360,000 tested, 2.8% active | Potency, µM, for the others: max response, negative = inhibition, usual class: inhibitors | Plk1 PBD binding of FITC phosphopeptide, fluorescence polarization | P53350; note: potency is the fitted concentration of half-maximal effect; series mostly up to about 57 µM; % is set by controls: 0 for no effect and ±100 for the full control effect; nearly all actives have a fitted effect of over 65% in size
# * = called active by the depositor; ? = inconclusive; · = no result given; [ ] = another dose, or the depositor's remark. Unless noted, calls come from the whole dose curve; as a rule, active = well fitted curve in the direction sought with a large enough effect; inconclusive = small, poorly fitted or top-dose-only effect, or another doubt; inactive = no such curve, though single readings can be large; an effect the other way counts as inactive or inconclusive. Some of the compounds tested; the hit share may differ from the screen's.
SMILES,CCT modulator,EPAC1 ag,WRN inhibitor,EPAC1 antag,EPAC2 antagonist,PI5P4K alpha inh,MmCpn inh,PLK1 PBD inh
CCn1cc(Br)c(C(=O)Nc2cccc(Cl)c2)n1,3.1,10%,-18%,23%,19%,·,1%,-8%
COc1ccc(CN2[C@@H](CC(C)=O)c3cc(C(F)(F)F)ccc3S2(=O)=O)cc1,-1.0,-14%,-6%,2%,?,1,·,-4%
COCCNC(=O)Cn1ncc2ccsc2c1=O,-0.7,9%,7%,6%,23%,2,2%,-13%
CCOC(=O)[C@]12CCC=C1N(Cc1ccc3c(c1)OCO3)C(=O)[C@H](CC(=O)N1CCCCC1)C2,-0.2,-3%,-11%,14%,-2%,-1,·,-2%
CC(=O)Nc1cccc(C(=O)OCC(=O)NC(=O)Cc2ccccc2)c1,-1.4,-2%,3%,17%,11%,4,2%,2%
OC[C@@H]1CN(Cc2ccc(-c3ccccc3)cc2)C[C@H](n2cnc3c(NCc4ccc(F)cc4)ncnc32)O1,-0.2,-1%,-4%,-7%,-5%,12,·,-4%
Cc1nc2ccc(NC(=O)Cc3cccc(F)c3)cc2s1,-1.1,2%,5%,-3%,14%,4,-2%,-27%
O=C(CN1CCN(S(=O)(=O)c2ccc(Br)cc2)CC1)Nc1ccc2c(c1)OCCO2,1.6,2%,-1%,-1%,-26%,4,0%,-1%
Cc1cc(C(=O)CCl)c(C)n1CCc1ccc(Cl)cc1,-1.9,9%,-18%[11.6 µM],?,-24%,2,-1%,?
CC1Cc2cc(S(=O)(=O)NCc3ccccc3)ccc2N1C(=O)C1CCC1 (centres undefined),-2.1,-1%,-5%,0%,-9%,2,0%,-4%
Cc1ccc(NC2CC(C)NC(=S)N2)cc1 (centres undefined),-1.7,-5%,-18%,8%,13%,17,0%,1%
COc1cc(CC(=O)OCC(=O)Nc2cc([N+](=O)[O-])ccc2F)cc(OC)c1OC,-1.8,6%,7%,-14%,-7%[57.1 µM],-1,2%,-10%
c1ccc2c(c1)CN1CCCC1=N2,0.7,8%,13%,-9%,2%,3,3%,-20%
CC(C)N(Cc1ccccc1)C(=O)CCc1ccccc1,-1.5,-10%,1%,-2%,-10%,0,-4%,3%
COc1ccc(CNCc2ccc3c(c2)OCO3)c(OC)c1OC,-0.8,7%,-5%,-9%,2%,-1,0%,-1%
CN(CC(=O)Nc1cccc(F)c1)CC(=O)Nc1ccccc1[N+](=O)[O-],-0.9,-3%,3%,7%,-5%,1,-1%,6%
Cc1cc(C(=O)OC(C)C(=O)NC2CCCCC2)c(C)o1 (centres undefined),-1.2,0%,-15%,-3%,8%,2,1%,4%
CCSc1nnc(NC(=O)CSc2nc3c(c(=O)n2CC)SC(C)C3)s1 (centres undefined),-3.8,2%,-9%,8%,4%,3,-1%,-2%
O=c1cc(COc2ccccc2[N+](=O)[O-])nc2sccn12,-2.7,-9%,-23%,1%,4%,-11,0%,0%
CCN(CC)CCN(C(=O)c1ccc(S(=O)(=O)N2CCOCC2)cc1)c1nc2cc3c(cc2s1)OCCO3,0.2,-4%,-18%,11%,5%,-1,-1%,-3%
CCC(=O)N1c2ccc(S(=O)(=O)NCCc3ccc(OC)c(OC)c3)cc2CC1C (centres undefined),1.3,3%,0%,10%,0%,0,-1%,-4%
COc1ccc(C(=O)N2CCCC(Nc3ccc(C)c(C)c3)C2)c(OC)n1 (centres undefined),-0.6,-4%,-7%,-17%,9%,2,2%,4%
Cc1cccc(C(=O)NCCNC(=O)c2ccco2)c1,-0.2,3%,-8%,1%,13%,0,-1%,-17%
COc1cc(C)ccc1OCc1cc(C(=O)N2CCN(C)C[C@@H]2c2ccccc2)no1,0.5,2%,-5%,-2%,0%,10,0%,-10%
COCCN(Cc1ccccc1)C(=O)c1cccc(S(=O)(=O)N2CCN(c3ccc(F)cc3)CC2)c1,-2.0,1%,-3%,-15%,-8%,0,-1%,-6%
COc1ccc(C(=O)Nc2nc3ccc4nc(C)sc4c3s2)cc1,-2.2,2%,-21%,4%,4%,3,-5%,1%
Cc1cc(-c2ccc(NS(=O)(=O)c3ccccc3)c(C)c2)ccc1NS(=O)(=O)c1ccccc1,-2.0,6%,7%,-25%,9%,3,·,-14%
COc1cccc(-c2nc(N3CCC(C)CC3)c3ccccc3n2)c1O,-2.9,11%,-7%,-29%,-10%,12,-3%,-6%
O=C(NC(=S)Nc1cccc(-c2ccc(CO)o2)c1)c1cccs1,-3.6,12%,0%,-18%,-3%,-1,-19%,-14%
Cc1c(NC(=S)N/N=C/c2ccc(O)cc2)c(=O)n(-c2ccccc2)n1C,-2.6,-5%,0%,13%,6%,·,1%,-3%
COC(=O)CSc1ccc(S(=O)(=O)N2CCOCC2)cc1[N+](=O)[O-],0.1,1%,-10%[57.1 µM],1%,7%,-8,1%,-10%
O=[N+]([O-])c1cc([N+](=O)[O-])c(Oc2ccc(F)cc2)cc1NN1CCCCC1,-0.8,-11%,7%,1%,-12%,21,0%,-3%
CSCCC(NS(=O)(=O)/C=C/c1ccccc1)C(=O)N1CCC(C)CC1 (centres undefined),-3.4,0%,-3%,-11%,-2%,0,0%,-17%
Cc1ccc(C(=O)O)cc1NS(=O)(=O)c1ccc2ccccc2c1,-0.6,-7%,3%,8%,1%,-1,3%,-11%
CC(=O)OC1COC(n2c(O)c(N=NC(N)=S)c3ccccc32)C(OC(C)=O)C1OC(C)=O (centres undefined),-1.8,10%,0%,-9%,-9%,1,1%,-9%
NS(=O)(=O)c1ccc(NC(=O)c2cccc3ccccc23)cc1,0.5,6%,-6%,7%,-6%,-2,0%,-1%
Cc1ccc(C)c(C(=O)COc2ncnc3ccccc23)c1,-2.7,-4%,2%,-3%,-4%,5,-3%,1%
CCN1C(=O)[C@@H]2[C@@H](c3ccc(-c4ccccc4)cc3)N3CCCC[C@@]3(C(=O)OC)[C@@H]2C1=O,1.2,1%,-11%,-10%,8%,16,-4%,11%
CCN(CC)CCN1C(=O)C(O)=C(C(=O)c2cccs2)C1c1ccccn1 (centres undefined),-0.8,2%,8%,1%,6%,·,1%,-2%
CC1=C(C(=O)Nc2cc(C(=O)N3CCN(c4ccc(Cl)cc4)CC3)ccc2C)SCCO1,-2.3,16%,-1%,-3%,1%,?,·,-8%
CCN(CC)S(=O)(=O)c1ccc(C(C)NC(=O)Cc2c[nH]c3ccccc23)cc1 (centres undefined),1.0,7%,-5%,-3%,-5%,-4,0%,-4%
O=C1/C(=C\c2ccc(O)cc2)CCC1CNc1ccc(Cl)cc1 (centres undefined),-0.5,5%,?,-4%,1%,-3,·,-15%
O=C(CSc1ccc2nnc(-c3ccccn3)n2n1)Nc1nccs1,-1.7,-9%,0%,12%,16%,-1,0%,3%
O=[N+]([O-])c1ccc(Nc2c3ccccc3nc3ccccc23)cc1,-0.3,-7%,-6%,-9%,?,2,-3%,-10%
COc1ccc(C2/C=C\CN(C(=O)C3CCCCC3)CC(=O)N2Cc2ccc(F)cc2)cc1 (centres undefined),1.3,7%,0%,1%,-11%,1,-1%,-9%

# Sorted by the number under EPAC1 ag (largest number first): 4 of the compounds above.
SMILES,CCT modulator,EPAC1 ag,WRN inhibitor,EPAC1 antag,EPAC2 antagonist,PI5P4K alpha inh,MmCpn inh,PLK1 PBD inh
COc1ccc(C2/C=C\CN(C(=O)C3CCCCC3)CC(=O)N2Cc2ccc(F)cc2)cc1 (centres undefined),1.3,7%,0%,1%,-11%,1,-1%,-9%
NS(=O)(=O)c1ccc(NC(=O)c2cccc3ccccc23)cc1,0.5,6%,-6%,7%,-6%,-2,0%,-1%
O=[N+]([O-])c1ccc(Nc2c3ccccc3nc3ccccc23)cc1,-0.3,-7%,-6%,-9%,?,2,-3%,-10%
O=C(CSc1ccc2nnc(-c3ccccn3)n2n1)Nc1nccs1,-1.7,-9%,0%,12%,16%,-1,0%,3%

# Later entries
SMILES,CCT modulator,EPAC1 ag,WRN inhibitor,EPAC1 antag,EPAC2 antagonist,PI5P4K alpha inh,MmCpn inh,PLK1 PBD inh
O=S1(=O)OCCC(c2ccccc2)N1Cc1ccccc1 (centres undefined),-0.8,-7%,-3%,-9%,-27%,2,-1%,-1%
CC1CC(C)(C)NC(=S)N1CCC(=O)NCCc1ccc(Cl)cc1 (centres undefined),-2.2,-2%,10%,-20%,5%,-4,-5%,-11%
COC(=O)c1ccc(/C=N/NC(=O)CNc2cccc(C)c2)cc1,-3.2,5%,-7%,-10%,0%,3,1%,-10%
CC(C)(C)Cc1nnc(NS(=O)(=O)c2ccc(F)cc2)s1,0.7,10%,5%[57.1 µM],-7%,-2%,5,0%,?
Cc1ccc(CCCOC(=O)C[N+]2(C)CCCC2)cc1,1.0,-9%,7%,13%,4%,-4,1%,-6%
O=C(NNC(=O)c1ccc(O)cc1O)c1ccc(-c2ccccc2)cc1,-0.8,14%,-9%,-7%,3%,-3,-1%,0%
COc1ccccc1Nc1nc(C)c(C(=O)Nc2ccccc2)s1,1.1,6%,-11%,-14%,-8%,4,-2%,-15%
O=C(CCn1c(=S)[nH]c2ccccc2c1=O)NCCc1ccccc1,-3.9,4%,6%,13%,-2%,-5,-6%,-8%
O=C1NC(=O)/C(=C\c2cn(CC(=O)N3CCOCC3)c3ccccc23)S1,-3.6,1%,7%,?,-1%,-1,-4%,-5%
O=C(NCc1ccncc1)Nc1cccc([N+](=O)[O-])c1,-3.4,3%,3%,-8%,0%,0,1%,-1%
CN(C)CCNC(=O)c1cccc2ccc(-c3ccc(-c4ccccc4)cc3)nc12,0.4,13%,45%[activator],3%,-2%,?,·,2%
COc1ccc(-c2nn(-c3ccccc3)cc2/C=N/NC(=O)c2cccc(S(=O)(=O)Nc3ccccc3Cl)c2)cc1,0.3,-4%,-30%[57.1 µM],-3%,5%,-24,-9%,-2%
Cc1n[nH]c(=S)n1/N=C/c1c(O)ccc2ccccc12,1.0,3%,-3%,14%,3%,-7,-5%,-21%
CNc1ncnc(Sc2ccc(Cl)cc2)c1[N+](=O)[O-],0.1,-9%,-17%,3%,6%,7,-6%,-2%
COC(=O)c1ccc(Cn2c(C)c(C(=O)NCc3cccc([N+](=O)[O-])c3)sc2=O)o1,-1.1,1%,2%[57.1 µM],-2%,9%,0,·,-1%
CC(C)CC(=O)C1CCCN(C(=O)c2ccc3oc(Cc4ccccc4)nc3c2)C1 (centres undefined),-2.3,-4%,-1%,-22%,-7%,-1,-7%,4%
Cc1nn(CCC(=O)N2CCN(S(=O)(=O)c3ccccc3)CC2)c(C)c1C,1.1,-11%,7%,13%,0%,-3,0%,6%
O=C(/C=C/c1ccco1)Nc1ccc2c(c1)OCO2,-2.1,0%,-7%,-1%,-1%,1,-1%,-10%
